UPR CHOP act = activators of apoptotic arm of unfolded protein response (CHOP). AID 449763. actives 0.34% (n = 330,000). CHO-CHOP luciferase reporter, UPR activation, luminescence; percent of tunicamycin response over DMSO baseline. activation, % at 10 µM;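 active = at 10 µM dose, activation of 40% or more, normalized to positive control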;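 also: 100% = tunicamycin at 10 µg/mL and 0% = DMSO alone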
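System: CHO-CHOP luciferase reporter cell line | Buffer or medium: F12 medium containing 10% fetal bovine serum | Doses: One dose, 10 µM in 0.5% DMSO | Times: 6 h compound exposure at 37 °C after overnight seeding | Signal: Luciferase luminescence | Read-out: % activation vs tunicamycin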
APJ ag = APJ receptor agonism | P35414 | CHO-K1 APJ PathHunter beta-arrestin, luminescence; 0% DMSO wells, 100% apelin | activation, % at 20 µM | actives 0.11% (n = 330,000);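 active = activation more than six SD over the plate average, tested at 20 µM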;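 also: 0% = DMSO alone and 100% = apelin-13 at 10 nM; some results filed as inactive read as strong as hits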
Target sequence (P35414 whole entry, looked up): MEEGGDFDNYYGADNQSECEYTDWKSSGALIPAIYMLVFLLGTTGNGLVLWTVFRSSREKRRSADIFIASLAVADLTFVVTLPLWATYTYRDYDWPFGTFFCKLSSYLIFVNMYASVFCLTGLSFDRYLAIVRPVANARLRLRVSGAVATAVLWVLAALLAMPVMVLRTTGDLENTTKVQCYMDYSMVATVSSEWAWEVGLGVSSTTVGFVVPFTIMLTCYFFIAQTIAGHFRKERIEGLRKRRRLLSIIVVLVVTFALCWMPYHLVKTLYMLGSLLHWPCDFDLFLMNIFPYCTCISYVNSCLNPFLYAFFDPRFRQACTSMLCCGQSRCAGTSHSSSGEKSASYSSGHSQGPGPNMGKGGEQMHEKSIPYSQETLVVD
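Assay system: CHO-K1 cells stably expressing ProLink-tagged human APJ and arrestin–beta-gal acceptor. Compound dosing: 20 µM single point, 1% DMSO. Times: 16-18 h seeding, 90 min dark compound exposure, 60 min detection. Detection: beta-gal luminescence. Evaluation: APJ–arrestin association signal. Controls: negative DMSO alone, positive Apelin-13 at 10 nM.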
tim10-1 inh = tim10-1 yeast growth inhibition; inhibition, % at 20 µM; S. cerevisiae tim10-1 ts strain growth, BacTiter-Glo, 24 h; actives 2.2% (n = 330,000);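 active = inhibition of at least 40%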;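 also: mutant grown at 25 °C; 0% = DMSO wells with yeast and 100% = wells holding no yeast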
CXCR6 block = blocks human CXCR6 beta-arrestin recruitment; O00574; CHO-K1 PathHunter CXCR6 beta-arrestin, luminescence; inhibition, % at 20 µM; actives 0.36% (n = 360,000); AID 602244; in the data active = inhibition above about 34%, passing the limit was not always enough;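 also: antagonist mode with CXCL16 agonist at 10 nM final; 0% = 10 nM CXCL16 with DMSO and 100% = unstimulated wells without agonist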
Target sequence (O00574 whole entry, looked up): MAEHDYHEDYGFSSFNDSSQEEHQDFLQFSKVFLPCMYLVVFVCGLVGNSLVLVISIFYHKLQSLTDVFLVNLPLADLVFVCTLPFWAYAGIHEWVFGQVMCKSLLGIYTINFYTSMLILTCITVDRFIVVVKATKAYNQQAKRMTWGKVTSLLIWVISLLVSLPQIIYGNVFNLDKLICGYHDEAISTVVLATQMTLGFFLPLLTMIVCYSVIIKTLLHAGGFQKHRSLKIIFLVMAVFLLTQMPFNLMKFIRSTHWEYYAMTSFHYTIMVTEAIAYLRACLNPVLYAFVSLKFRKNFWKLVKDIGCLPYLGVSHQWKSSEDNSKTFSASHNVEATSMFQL
Mdm2-MdmX inh = inhibitors of human Mdm2/MdmX interaction; SaOS-2 split-luciferase Mdm2/MdmX complementation, luminescence; inhibition, % at 8 µM; actives 3% (n = 330,000); AID 485346;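 active = inhibition of at least 50% at 8 µM in the primary screen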
tim23-1 inh = inhibits growth of tim23-1 mutant yeast | AID 463212 | actives 1.3% (n = 330,000) | inhibition, % at 20 µM | S. cerevisiae tim23-1 growth, BacTiter-Glo luminescence, 24 h;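 active = growth inhibition of the mutant yeast at or above 50%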;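 also: temperature-sensitive mutant grown at 25 °C; plate controls were DMSO-treated mutant yeast for no effect and medium wells lacking yeast for full effect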
APJ antagonist = blocks the human apelin receptor APJ | P35414 | CHO-K1 APJ beta-arrestin complementation, luminescence | inhibition, % at 20 µM | actives 0.32% (n = 330,000);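 active = inhibition above about 40% at 20 µM, limit read from the data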;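 also: cells challenged with 10 nM apelin-13 agonist together with compound; plate controls were apelin-13 plus DMSO wells for no effect and DMSO wells lacking apelin-13 for full effect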
TIM10 inh = TIM10 yeast growth inhibition | S. cerevisiae TIM10 strain growth, BacTiter-Glo luminescence, 24 h | inhibition, % at 10 µM | actives 1.4% (n = 330,000) | AID 463195;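 active = inhibition of 40% or more at the single tested concentration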;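 also: wild-type TIM10 isogenic control strain grown at permissive 25 °C; 0% = DMSO yeast wells and 100% = minimal medium wells without yeast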
XBP1 UPR activ = activators of adaptive arm of unfolded protein response (XBP1); CHO-XBP1 luciferase reporter, IRE1-XBP1 UPR activation, luminescence; percent of tunicamycin response, DMSO as zero; activation, % at 20 µM; actives 0.33% (n = 330,000);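 active = versus positive control, 20 µM dose yields 30% or more activation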;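 also: 100% = tunicamycin at 10 µg/mL and 0% = DMSO only wells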
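Material: CHO-XBP1 cells stably carrying IRE1-XBP1-driven luciferase reporter | Medium: F12 with 10% serum | Compound dosing: 20 µM single concentration, DMSO 1% | Incubation: Overnight seeding at 37 °C, 6 h compound treatment at 37 °C | Detection: Steady-Glo luminescence read | Read-out basis: % activation of reporter signal versus tunicamycin and DMSO controls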
An asterisk follows results filed as active; · = no result given. A portion of the library. The share of hits here may be higher or lower than overall.

SMILES	UPR CHOP act	APJ ag	tim10-1 inh	CXCR6 block	Mdm2-MdmX inh	tim23-1 inh	APJ antagonist	TIM10 inh	XBP1 UPR activ
C#CCOc1ccc2c(C)cc(=O)oc2c1	1.4	-2	1	7	-4	5	-6	6	-1
CC/C(Cc1ccccc1)=N/NC(=O)CNC(=O)c1ccc(Cl)cc1Cl	-0.7	-3	12	-4	15	5	8	-2	-1
COc1cc2c(cc1OC)CN(C(=O)CCCOc1ccc(Cl)cc1Cl)CC2	0.2	-5	24	0	8	24	15	32	0
COCC(C)NCc1cccc(C)c1 (stereo unspecified)	-0.8	6	6	7	-3	8	10	15	-1
O=C(NC(Cc1ccc(O)cc1)C(=O)O)c1ccc2c(c1)OCO2 (stereo unspecified)	1.3	-3	-5	-4	1	-1	10	-1	0
N#Cc1cccc(CSc2nnc(CCCO)n2-c2ccccc2)c1	0.1	0	3	1	7	6	5	-3	-1
O=C(CN1CCCCC1)Nc1nc(-c2ccccc2)cs1	2.6	-2	-7	-12	-8	3	6	17	0
Cc1cccc(C)c1NC(=O)CNC(=O)Cc1ccccc1[N+](=O)[O-]	0.9	2	1	3	3	7	1	-13	0
CC(C)Oc1cccc(C(=O)NC(=S)Nc2ccc(N3CCN(C)CC3)cc2)c1	3.9	-1	25	-2	3	15	21	13	4
CC(C)(C)n1nnnc1C(c1cc2cc3c(cc2[nH]c1=O)OCCO3)N1CCSCC1 (stereo unspecified)	-0.2	-3	20	0	10	19	19	14	-4
Cc1ccccc1-c1nc(CN2CCCC2c2ccc(F)cc2)c(C)o1 (stereo unspecified)	0.5	-5	36	4	-5	34	11	12	-3
NC(=O)c1ccccc1NC(=S)NC(=O)CCc1ccccc1	-0.5	-2	11	32	38	13	19	7	1
COC(=O)CCCC1=CC2=C(c3ccccc3)C(=O)C(C)(OC(=O)C3CCCC3)C(=O)C2=CN1CCc1ccccn1 (stereo unspecified)	1.7	4	21	-1	-35	13	-20	3	0
CCOC(=O)c1ccccc1NC(=O)COC(=O)C1CC(=O)N(CCc2ccccc2)C1 (stereo unspecified)	1.5	-3	16	0	16	22	13	7	0
CC(=O)c1ccc(N2CCN(S(=O)(=O)c3c(C(=O)N4CCCCC4)c(C)n(C)c3C)CC2)cc1	2.0	-4	-5	-4	0	-3	13	1	1
Cn1c(N)c(C(=O)COC(=O)c2nc(Cl)ccc2Cl)c(=O)n(C)c1=O	2.0	3	4	-10	4	10	-4	-5	1
C[C@@H](Nc1nc(-c2ccccc2)nc2c1oc1ccccc12)C(=O)O	3.8	-2	23	4	-12	17	12	17	-2
O=C(Nc1cc(C(F)(F)F)ccc1N1CCCC1)c1ccc2c(c1)OCO2	-1.4	-3	26	-1	7	30	4	19	0
CCOC(=O)c1cc(C)n(Cc2ccccc2)c1C	-0.7	-5	24	5	20	-1	21	23	4
CCCN1/C(=C(/C#N)C2=NS(=O)(=O)c3ccccc32)N(C)c2ccccc21	-0.1	-5	-7	-8	2	5	0	-7	-5
C=CCn1c(SCC(=O)Nc2ccc3c(c2)OCO3)nnc1-c1ccccc1	-4.4	0	8	-4	2	0	-8	-30	-3
FC(F)(F)c1nnc2sc(-c3ccco3)nn12	1.0	-1	13	2	-5	-8	16	-8	-1
Cc1ccc(N(C(C)C(=O)Nc2ccccc2C(=O)N2CCOCC2)S(C)(=O)=O)cc1C (stereo unspecified)	-2.0	-5	13	-1	3	14	6	13	2
Cc1ccccc1NC(=S)N(CCc1c(C)[nH]c2ccc(F)cc12)Cc1ccncc1	-0.7	-2	10	4	24	14	0	-10	3
CCOC(=O)c1cc(OC(=O)c2cccc([N+](=O)[O-])c2)n(-c2ccccc2)n1	0.3	-3	5	5	23	7	-18	10	0
Cc1ccc(-n2c(SCC(=O)c3c(N)n(C4CC4)c(=O)[nH]c3=O)nnc2N2CCOCC2)cc1	0.0	5	7	4	13	3	11	2	1
CC1CCCC(C)N1S(=O)(=O)c1ccc(S(=O)(=O)NCCc2ccncc2)cc1 (stereo unspecified)	-0.4	4	24	-6	4	27	3	29	2
COc1ccc(C(=O)NCC(c2ccc3c(c2)OCO3)N2CCN(c3ccc(OC)cc3)CC2)cc1 (stereo unspecified)	-0.9	-4	-16	17	9	-19	7	11	-4
Cc1cccc(S(=O)(=O)Nc2ccc(-c3nc4ccc(C)cc4s3)cc2)c1	5.0	1	26	-8	-206	32	-13	26	4
CCCCC[n+]1ccn(C2=C([O-])c3ccccc3C(=O)/C2=N\S(=O)(=O)c2ccc(Br)cc2)c1	12	6	21	2	45	5	-28	12	-3
COC(=O)c1ccc(N2NC(=O)/C(=C/c3ccc(-c4ccc(Cl)c(C(=O)O)c4)o3)C2=O)cc1	-0.2	-5	-37	29	-1	3	36	-44	-3
COc1ccc(C=O)cc1CN1CCCN(Cc2ccc(Cl)cc2)S1(=O)=O	0.8	-1	17	10	25	28	-2	23	-5
Cc1ccc(O)c(-c2cc3ccccc3[nH]2)c1	5.5	-3	53*	-2	8	8	8	46*	1
COc1ccc(/C=N/N2CCOCC2)cc1COc1ccc(F)cc1	-0.6	-2	20	-11	24	-5	-2	15	0
CC1CCN(c2ccc3nnc(CCC(=O)NCc4ccco4)n3n2)CC1	1.1	0	-5	-4	18	-3	8	10	0
Nc1nc(Sc2ccc(C(F)(F)F)cc2[N+](=O)[O-])n[nH]1	0.4	0	13	9	4	0	2	-15	0
COc1ccc(/C=C/C(=O)OCC(=O)NC2CCCCC2C)c(OC)c1 (stereo unspecified)	0.3	-3	15	7	-21	20	1	22	0
CC[C@]12c3[nH]c4ccc(Cl)cc4c3CCN1C(=O)[C@@H](CC(=O)NC/C=C(\C)CCC=C(C)C)C[C@@H]2C(=O)N1CCN(C(=O)c2ccco2)CC1	12	·	14	8	66*	37	·	5	18
Cc1ccc(C)c(NC(=O)CN(C)C(=O)c2cccc(S(=O)(=O)N3CCN(Cc4ccccc4)CC3)c2)c1	3.6	-6	3	-11	19	-15	2	-6	-3
CC[C@H](C)[C@H](NC(N)=O)C(=O)NCCc1ccc(Cl)cc1	1.5	-1	-13	-6	6	6	14	-7	-4
CC(=O)c1ccc(NC(=O)C2CCCN(S(=O)(=O)c3c(C)[nH]c(=O)[nH]c3=O)C2)cc1 (stereo unspecified)	1.8	-1	-8	-3	3	-7	15	11	-2
O=C(COC(=O)c1cncc(Br)c1)Nc1ccc(N2CCCCC2)cc1	3.4	-3	11	-2	-21	16	-4	0	0
COc1ccccc1NC(=O)C(=O)N1CCCC1	1.2	-4	6	-6	-2	7	6	3	-4
Cc1ccc(C)c(NC(=O)CN2C(=O)CC(C)S(=O)(=O)c3ccccc32)c1 (stereo unspecified)	-0.8	-3	0	5	9	-5	-7	2	-1
Cc1cc(F)c(F)c(C(=O)N2C(C)CCCC2C)c1Cl (stereo unspecified)	-1.8	0	-6	3	29	7	-6	6	-3
Nn1c(SCC(=O)NC(=O)Nc2ccc3c(c2)OCCO3)nnc1C1CC1	-1.0	-1	3	-7	-27	-7	-5	0	2
Cc1cc(OCCCN2CCN(Cc3ccccc3)CC2)ccc1[N+](=O)[O-]	-0.1	-5	-55	-2	20	-296	6	-133	-2
O=C(c1cccc(Cl)c1)N1CCCC(c2ccc(Cl)cc2)=N1	1.2	-2	40	-13	18	31	-8	22	5
CC(=O)OCC(=O)NCC(=O)c1c[nH]c2ccccc12	1.5	0	-5	0	22	9	-63	-11	2
O=C(CCCc1ccccc1)N1CCN(c2ccc([N+](=O)[O-])cc2)CC1	0.5	-2	2	-3	15	21	-2	4	1
Cc1ccc(S(=O)(=O)N2C[C@@H]3[C@H]4CC[C@H](C4)[C@@H]3[C@@H](C)[C@@H]2c2ccn([Si](C(C)C)(C(C)C)C(C)C)c2)cc1	2.3	·	11	4	22	24	·	-6	-2
CCOc1cc(N2CCOCC2)c(OCC)cc1NC(=O)COC(=O)c1ccccc1C	-0.9	-3	27	-1	13	5	1	-2	5
CCOC(=O)C1CCCN(CCC(=O)Nc2cccc(F)c2)C1 (stereo unspecified)	0.2	2	2	5	26	2	10	6	-4
O=C(c1ccc2c(=O)n3c(nc2c1)CCCCC3)N1CCN(c2ccccc2F)CC1	0.3	9	-4	-4	-32	27	2	-15	0
COc1ccc(C(=O)c2c[nH]cc2-c2ccccc2)cc1	0.2	-3	7	3	23	4	2	14	-2
Cn1cnc(S(=O)(=O)NCc2ccccc2)c1	3.4	0	4	-3	8	-1	20	-1	0
Cc1ccc(NN2C(=O)C=C(c3ccc(Cl)cc3)C2=O)cc1	-5.5	4	31	0	32	68*	-12	73*	-11
CCOc1ccccc1NC(=O)CN(C)S(=O)(=O)c1ccc2[nH]c(=O)oc2c1	-0.4	-3	1	0	-23	8	12	7	-3
CCOc1ccccc1OCCCCOc1ccccc1F	-0.2	-1	11	-7	16	-4	-1	-11	-2
COc1ccccc1C(=O)COC(=O)CNS(=O)(=O)c1ccc(C)c(C)c1	1.2	-4	22	5	29	24	12	-1	-3

3 successive entries out of the list so far:
SMILES	UPR CHOP act	APJ ag	tim10-1 inh	CXCR6 block	Mdm2-MdmX inh	tim23-1 inh	APJ antagonist	TIM10 inh	XBP1 UPR activ
CC(=O)c1ccc(NC(=O)C2CCCN(S(=O)(=O)c3c(C)[nH]c(=O)[nH]c3=O)C2)cc1 (stereo unspecified)	1.8	-1	-8	-3	3	-7	15	11	-2
O=C(COC(=O)c1cncc(Br)c1)Nc1ccc(N2CCCCC2)cc1	3.4	-3	11	-2	-21	16	-4	0	0
COc1ccccc1NC(=O)C(=O)N1CCCC1	1.2	-4	6	-6	-2	7	6	3	-4

Next part
SMILES	UPR CHOP act	APJ ag	tim10-1 inh	CXCR6 block	Mdm2-MdmX inh	tim23-1 inh	APJ antagonist	TIM10 inh	XBP1 UPR activ
CC(C)C(c1nnnn1C1CCCCC1)N1CCCc2ccccc21 (stereo unspecified)	0.7	-7	44*	10	-2	18	-4	26	-2
O=C(CN1CCN(S(=O)(=O)c2ccc(F)cc2)CC1)Nc1ccc(Cl)cn1	-1.2	0	6	1	7	27	-18	-5	-3
COc1ccc(S(=O)(=O)N2CCN(C(=O)c3cc(C)oc3C)CC2)cc1	2.1	-2	10	-7	13	29	-10	18	2
COC(=O)c1sc(N2C(=O)C(=O)/C(=C(/O)c3ccccc3)C2c2ccco2)nc1C (stereo unspecified)	1.1	-3	17	-6	4	-5	11	5	1
Cc1ccc(S(=O)(=O)N(C)C)cc1NC(=S)NNC(=O)C(N)=O	-0.6	-4	4	11	-35	6	-13	-16	-4
Cc1cccc(N=C2NC(=O)/C(=C/c3cccn3C)S2)c1	6.4	-5	-10	1	36	29	-13	21	6
Cc1sc2nc(N3CCOCC3)[nH]c(=O)c2c1-c1ccccc1	1.4	2	8	0	16	1	-2	7	0
COc1cc(OC)cc(-c2nnc(Sc3ccc(C=O)cc3[N+](=O)[O-])o2)c1	0.1	5	37	·	1	36	-2	12	0

Assay outcomes from PubChem.
